LRH-1 inv ag: inverse agonists of human LRH-1 (NR5A2); O00482; AID 602396; actives 0.13% (n = 360,000); HEK293T StAR-luciferase reporter, LRH-1 transfected, 24 h; inhibition, % at 3.6 µM;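 active means inhibition above the mean inhibition of all tested compounds plus 3 SD, cut at about 73% in these data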;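 further: 0% = DMSO wells and 100% = reporter-only cells lacking LRH-1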
SRC1 inh: human NCOA1 inhibition. Q15788. actives 0.12% (n = 360,000). HEK293 GAL4-SRC1 luciferase reporter, luminescence. inhibition, % at 3.6 µM;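 active means inhibition above the campaign mean plus 3 SD, with each screening campaign given its own cutoff, cut at about 60% in these data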;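 further: 0% = DMSO treated cells and 100% = gossypol at 36 µM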
TRAIL sens C8: caspase-8 TRAIL sensitization | NB7+C8 cells + TRAIL, ATPlite viability luminescence | inhibition (viability loss, TRAIL sensitization), % at 10 µM | actives 1% (n = 360,000) | AID 624354;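 active means compounds causing at least 50% loss of cell viability in the single-dose screen, relative to plate controls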
SRC2 inh: human SRC2 (NCOA2) inhibition; HEK293 GAL4-SRC2 luciferase reporter, luminescence; inhibition, % at 9 µM; actives 0.17% (n = 370,000); AID 651957;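 active means inhibition above the mean inhibition of all tested compounds plus 3 SD, set per campaign, cut at about 52% in these data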;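 further: 0% = DMSO treated cells and 100% = cells given Gossypol at 36 µM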
SRC3 inh: human NCOA3 inhibition; HEK293 GAL4-SRC3 luciferase reporter, luminescence; inhibition, % at 3.6 µM; actives 0.17% (n = 360,000);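 active means inhibition above a per-campaign cutoff, the mean of all compounds plus 3 SD, cut at about 60% in these data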;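 further: 0% = DMSO-treated cells and 100% = gossypol-treated cells at 36 µM; higher means less SRC3-driven luciferase light from the GAL4 reporter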
Target sequence (Q9Y6Q9 whole entry, looked up, the tested form may be a part): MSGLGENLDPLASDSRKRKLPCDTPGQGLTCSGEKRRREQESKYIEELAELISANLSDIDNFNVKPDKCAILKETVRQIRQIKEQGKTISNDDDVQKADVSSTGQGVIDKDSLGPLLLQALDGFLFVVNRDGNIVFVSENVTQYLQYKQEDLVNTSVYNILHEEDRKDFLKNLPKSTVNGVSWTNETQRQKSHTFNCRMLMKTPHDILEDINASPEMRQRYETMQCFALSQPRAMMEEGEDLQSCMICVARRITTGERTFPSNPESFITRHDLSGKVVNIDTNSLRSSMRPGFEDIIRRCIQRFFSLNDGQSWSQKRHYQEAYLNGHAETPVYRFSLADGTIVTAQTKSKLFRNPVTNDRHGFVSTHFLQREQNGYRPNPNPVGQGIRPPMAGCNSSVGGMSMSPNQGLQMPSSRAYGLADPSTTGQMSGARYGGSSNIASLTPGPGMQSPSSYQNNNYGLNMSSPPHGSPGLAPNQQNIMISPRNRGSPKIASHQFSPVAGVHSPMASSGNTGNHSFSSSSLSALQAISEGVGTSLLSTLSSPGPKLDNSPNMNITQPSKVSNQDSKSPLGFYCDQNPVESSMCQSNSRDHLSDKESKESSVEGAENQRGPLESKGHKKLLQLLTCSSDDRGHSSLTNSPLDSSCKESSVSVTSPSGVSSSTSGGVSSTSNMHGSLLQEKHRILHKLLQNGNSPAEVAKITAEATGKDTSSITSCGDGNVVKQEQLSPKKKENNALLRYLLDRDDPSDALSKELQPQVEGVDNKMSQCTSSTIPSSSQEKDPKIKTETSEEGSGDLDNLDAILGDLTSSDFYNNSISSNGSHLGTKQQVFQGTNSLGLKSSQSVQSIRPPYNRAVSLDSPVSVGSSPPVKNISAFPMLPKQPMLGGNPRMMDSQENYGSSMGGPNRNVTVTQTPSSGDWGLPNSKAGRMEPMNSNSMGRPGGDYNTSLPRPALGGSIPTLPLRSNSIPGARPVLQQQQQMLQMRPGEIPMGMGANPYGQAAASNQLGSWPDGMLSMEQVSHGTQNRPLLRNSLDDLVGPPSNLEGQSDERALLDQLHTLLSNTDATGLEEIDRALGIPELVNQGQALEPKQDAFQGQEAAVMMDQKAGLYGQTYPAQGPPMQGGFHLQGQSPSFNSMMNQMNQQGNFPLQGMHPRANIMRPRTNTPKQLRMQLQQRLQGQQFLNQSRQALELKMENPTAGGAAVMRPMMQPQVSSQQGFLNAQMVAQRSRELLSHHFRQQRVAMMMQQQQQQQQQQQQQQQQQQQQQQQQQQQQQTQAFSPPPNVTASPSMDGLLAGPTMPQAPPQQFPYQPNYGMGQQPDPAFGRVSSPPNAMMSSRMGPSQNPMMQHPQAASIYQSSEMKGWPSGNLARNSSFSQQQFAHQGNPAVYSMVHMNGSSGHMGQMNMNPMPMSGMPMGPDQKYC
TWEAK-Fn14 inh: inhibitors of TWEAK-Fn14 interaction signaling. TWEAK-stimulated Fn14 reporter cells, luciferase luminescence, 8 h. inhibition, % at 10 µM. actives 2% (n = 360,000); in the data active means inhibition above about 50%
CF NFkB block: inhibitors of cystic fibrosis induced NF-kB; KKLEB NF-kB-GFP reporter, PAF-induced, GFP fluorescence overnight; inhibition, % at 5 µM; actives 0.86% (n = 360,000);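 active means at least 50% inhibition at 5 µM, scaled per plate between neutral and stimulator controls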;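 further: PAF is a Pseudomonas aeruginosa culture filtrate used as stimulus; plate controls were PAF-stimulated DMSO wells for no effect and unstimulated DMSO wells for full effect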
COUP-TFII inh: blocks human COUP-TFII nuclear receptor. HEK293T NGFI-A luciferase reporter, luminescence. inhibition, % at 8.6 µM. actives 0.7% (n = 370,000);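 active means inhibition above a per-plate cutoff, mean inhibition of test wells between control levels plus 3 SD, cut at about 38% in these data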;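 further: cells cotransfected with COUP-TFII expression vector driving the NGFI-A reporter; 0% = median of COUP-TF2 test wells and 100% = reporter-only cells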
EBV LMP1 NFkB: reduces LMP1-driven NF-kappaB luciferase signal | LMP1-induced NF-kappaB luciferase reporter cells, luminescence | inhibition, % at 12.5 µM | actives 0.69% (n = 350,000); in the data active means inhibition above about 41%;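 further: 0% = neutral control wells and 100% = reference inhibitor control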
KKLEB cytotox: reduces viability of KKLEB cystic fibrosis airway cells; actives 0.36% (n = 360,000); activity change (cytotoxicity), % at 5 µM; KKLEB CF airway cells viability, ATPlite luminescence, overnight; active compounds read low; cells stimulated with P. aeruginosa culture filtrate;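 active means corrected activity change at or below -50% at 5 µM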
TROY signal inh: blocks TROY-dependent signaling in reporter cells; Q293 LMP1-TROYcd NF-kB luciferase reporter, 4 h; inhibition, % at 10 µM; actives 0.98% (n = 360,000);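 active means compounds whose plate-normalised and pattern-corrected inhibition of the luciferase reporter signal at the single screening dose is 50% or more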
Numbers without * were called inactive; nt = not tested or not shown.

SMILES | LRH-1 inv ag | SRC1 inh | TRAIL sens C8 | SRC2 inh | SRC3 inh | TWEAK-Fn14 inh | CF NFkB block | COUP-TFII inh | EBV LMP1 NFkB | KKLEB cytotox | TROY signal inh
CC(=O)c1c(C)[nH]c(C(=O)Nc2cccc(C(F)(F)F)c2)c1C | -31 | -18 | -10 | -15 | -23 | -17 | -10 | -30 | 10 | -10 | -22
COc1ccc(C(=O)Nc2cnn(Cc3ccc(Cl)cc3)c2)cc1OC | 57 | 48 | -2 | -8 | 46 | -20 | 1 | -3 | -3 | -8 | -32
O=C(CSc1oc(-c2cccs2)nc1S(=O)(=O)c1ccccc1)NC1CCCCC1 | -9 | -37 | -32 | -25 | -3 | 16 | -5 | 13 | -9 | 12 | 7
O=C1OCc2ccc(NS(=O)(=O)c3ccc(C(F)(F)F)cc3)cc21 | 8 | 20 | -1 | 2 | -1 | 10 | 3 | 5 | 6 | -3 | -14
COc1cc(OC)c(C(=O)OCC(=O)NCCc2ccccc2)cc1OC | 12 | 0 | -5 | -3 | 4 | -2 | 7 | -20 | -2 | -3 | 14
O=C(NCc1ccncc1)c1ccc(Br)o1 | 4 | 10 | 4 | 12 | 13 | -4 | 7 | -4 | 0 | -4 | -19
Cc1nn(CC(=O)N2CCc3ccccc3C2)c(C)c1Cl | -5 | 4 | -15 | -2 | 23 | 6 | 5 | 12 | -8 | -10 | -16
COC(=O)CCC(C)C1CCC2C3CCC4CC(O)CCC4(C)C3CC(O)C12C (centres undefined) | -1 | 6 | -3 | 20 | 12 | 4 | -8 | 5 | -3 | -1 | 31
O=C(COC(=O)c1c2c(nc3ccccc13)CCCCC2)NCc1ccc2c(c1)OCO2 | -14 | -11 | -8 | -27 | 5 | 18 | 3 | -4 | 6 | 0 | 1
C[C@H](CO)N1C[C@H](C)[C@@H](CN(C)S(=O)(=O)c2ccc(-n3cccn3)cc2)OCc2cnnn2CCCC1=O | -1 | -2 | -2 | -2 | -10 | -6 | -1 | -19 | -8 | -1 | -2
Cc1ccc(Oc2ncnc(N)c2[N+](=O)[O-])cc1C | 12 | -1 | -7 | 13 | 27 | 2 | 24 | -18 | 13 | -1 | 12
Cc1ccc(SCC(=O)Nc2ccc(-c3nnc(-c4ccco4)o3)cc2)cc1 | -55 | -127 | 6 | -56 | -60 | 6 | 2 | -9 | -2 | -1 | -43
CN(/N=C/c1ccccc1)C(=S)c1ccccc1 | 2 | 5 | -17 | -6 | 4 | -8 | -34 | -20 | 2 | 5 | -15
Cc1ccc(NCc2n[nH]c(=S)n2Cc2ccccc2)cc1Cl | -16 | 0 | -6 | -12 | -1 | 20 | 12 | -3 | -7 | 8 | 14
CCOc1c(Br)cc(/C=N\NC(=O)c2ccccc2)cc1OC | -62 | -13 | 6 | -30 | -4 | -29 | -14 | -19 | -1 | 6 | -45
CCOC(=O)c1ccc(-c2cccc(C(F)(F)F)c2)nc1C | 8 | -5 | -1 | -8 | 1 | -12 | -4 | 1 | -6 | -1 | -62
O=C(c1ccc([N+](=O)[O-])o1)N1CCN(Cc2ccccc2)CC1 | 11 | 9 | 2 | -1 | 2 | 24 | -1 | 11 | -1 | -4 | -20
CC(=O)NCCNc1ccc([N+](=O)[O-])cc1C#N | -16 | 6 | -1 | -10 | 9 | 8 | -10 | -10 | -8 | 2 | -6
CC(=O)N1CCCN(C(=O)c2cc(COc3c(F)cccc3F)on2)CC1 | -6 | -27 | -6 | -8 | -23 | 6 | -29 | -18 | -10 | -6 | 17
CC(CCc1ccccc1)NC(=O)COC(=O)C1=COCCO1 (centres undefined) | 13 | 12 | -19 | -5 | 3 | -19 | 3 | -6 | -2 | -8 | -17
CCOC(=O)c1ccccc1NC(=O)Cn1cnc2c(cnn2C(C)(C)C)c1=O | 4 | -5 | -3 | -14 | 20 | 6 | 1 | -4 | -13 | -1 | -1
O=C(NCC1CCOCC1)c1ccc2nc(Cc3cccc(Cl)c3)oc2c1 | -29 | -17 | -4 | -31 | -49 | -22 | -21 | -7 | -15 | 3 | -35
NC(Cc1ccccc1)c1csc(NC(=O)c2cccc(OC(F)(F)F)c2)n1 (centres undefined) | -3 | 2 | 22 | 26 | -5 | 6 | -10 | 4 | nt | -11 | -6
COC(=O)C1=C(CS(=O)(=O)c2ccc(C)cc2)NC(=O)NC1c1ccc(OC)c(OC)c1 (centres undefined) | -14 | 6 | 10 | -3 | -11 | 5 | -3 | 10 | -1 | 1 | -21
Cc1nn(C)c(C(=O)NNC(=S)NCc2ccco2)c1Br | -3 | 1 | -7 | 9 | -1 | 8 | 11 | 1 | 2 | 8 | -6
Carrying on.
SMILES | LRH-1 inv ag | SRC1 inh | TRAIL sens C8 | SRC2 inh | SRC3 inh | TWEAK-Fn14 inh | CF NFkB block | COUP-TFII inh | EBV LMP1 NFkB | KKLEB cytotox | TROY signal inh
COc1ccc(OCC(=O)N/N=C/C2CC=CCC2)cc1 (centres undefined) | -17 | 3 | -8 | 2 | 7 | 10 | 8 | 5 | -11 | 10 | 7
CCOC(=O)c1c(NC(=O)c2noc(C)c2[N+](=O)[O-])sc(C(C)=O)c1C | 5 | -20 | -2 | 6 | 8 | 16 | 39 | 9 | 8 | -18 | -12
ClC(Cl)(Cl)C1=NCc2nnn(Cc3ccccc3)c2N1 | 11 | 6 | 6 | 16 | 6 | 5 | -4 | 2 | nt | 7 | 5
Cc1ccccc1C(=O)N(C)[C@H]1C[C@H]2c3[nH]c4ccccc4c3CCN2C(=O)[C@H]1[C@H](C)O | -4 | 6 | -10 | -1 | -18 | 33 | -27 | -7 | 11 | 19 | 7
CC(=O)c1cccc(NC(=O)C(C)N(C)CC(=O)Nc2ccc(Cl)cc2)c1 (centres undefined) | 4 | 15 | 9 | 18 | 5 | -9 | 11 | 8 | -7 | -6 | 19
CCN(CC)C(=O)CSc1nc2ccsc2c(=O)n1CCCC(=O)NCCc1ccc(S(N)(=O)=O)cc1 | 11 | -18 | 1 | 28 | 9 | 12 | 7 | 15 | -8 | -14 | -4
CN(CC(=O)N1CCN(c2ccccc2)CC1)S(=O)(=O)c1cnc[nH]1 | -17 | -16 | -2 | -6 | 4 | -1 | 1 | 2 | 7 | 0 | -5
COc1ccc(S(=O)(=O)N2CCOCC2)cc1NC(=O)CCNC(=O)c1ccc([N+](=O)[O-])cc1 | 82* | 55 | -17 | 48 | 45 | -9 | -15 | -33 | -46 | 18 | -4
Cn1c(=O)c2[nH]c(C(O)c3ccc(Cl)cc3)nc2n(C)c1=O (centres undefined) | 4 | -8 | -7 | -5 | 5 | 5 | -8 | 12 | -22 | 14 | 9
Cc1ccn2cc(-c3cccc(S(=O)(=O)N4CC(C)OC(C)C4)c3)nc2c1 (centres undefined) | -15 | 5 | 12 | -7 | -9 | -6 | 16 | 13 | -5 | 3 | -2
COc1cc(NS(=O)(=O)c2ccc(NS(=O)(=O)c3ccc(C)cc3)cc2)nc(OC)n1 | -9 | -29 | -14 | -24 | 0 | 26 | 11 | 9 | -2 | -14 | -14
O=C(NCCCn1ccnc1)c1c(F)cccc1F | 6 | -3 | 8 | -15 | 7 | 4 | 10 | -17 | -6 | -3 | 4
CCc1ccc(Cn2nnc(C(=O)Nc3ccc(OC)cc3OC)c2N)cc1 | 1 | -1 | 7 | -8 | 2 | -18 | 23 | -9 | -1 | -15 | -18
O=C(O)C[C@H]1c2ccccc2S(=O)(=O)N1C1CCCC1 | -1 | 4 | -15 | -13 | 13 | 3 | 4 | 4 | -6 | 9 | -21
O=C(C1=C[C@H](c2csc3ccccc23)C[C@H](OCCCCO)O1)N1CCOCC1 | -9 | -2 | -17 | 2 | -33 | -8 | -2 | -14 | -12 | -4 | 5
C=CCOc1ccc(CNn2cn[nH]c2=S)cc1OCC | -14 | -4 | 3 | 13 | 0 | -7 | -1 | 1 | 10 | -10 | 4
COc1cc(NC(=O)c2noc(C)c2[N+](=O)[O-])c(OC)cc1Cl | 1 | 12 | 16 | -1 | 15 | 23 | 22 | -13 | -8 | -18 | -9
CCCCCCCCCCCCCCCCn1cc[n+](CC(C)=O)c1 | 24 | 6 | 34 | nt | 8 | -16 | 67* | nt | 15 | -67* | 30
Cc1nc(-c2ccccc2)nc2[nH]ccc(=O)c12 | -83 | -75 | 8 | -52 | -88 | -4 | -64 | -49 | -27 | 7 | -44
COc1ccc(S(=O)(=O)/N=C2/C=CC(=O)C(C)=C2C)cc1 | -30 | 1 | -1 | nt | 6 | 14 | -11 | nt | -3 | 22 | 15
Nc1cc(=O)[nH]c(SCC(=O)N2CCN(S(=O)(=O)c3ccc4ccccc4c3)CC2)n1 | 5 | -55 | -3 | 0 | 5 | -4 | 15 | 5 | -2 | -3 | 8
O=C(c1cccc(S(=O)(=O)N2CCCC2)c1)N1CCCC(C(F)(F)F)C1 (centres undefined) | 11 | -14 | -8 | -11 | 20 | 20 | 6 | -3 | 3 | 6 | 24
Cc1ccc(SCCN2C(=O)NC(C)(C)C2=O)cc1 | 17 | 10 | -17 | -28 | 17 | 5 | 17 | -10 | 11 | -4 | -7
O=C(NCc1ccccc1Cl)c1ccc2nc([C@H]3C[C@H](O)[C@@H](CO)O3)[nH]c2c1 | 5 | 8 | -2 | nt | -1 | 0 | -15 | nt | nt | 3 | -5
CS(=O)(=O)c1ccc(Cl)c(NC(=O)CCc2ccccc2)c1 | -12 | -3 | -1 | -7 | 17 | 10 | 2 | -21 | -10 | -2 | 8

Gathered by group, the entries above containing bromine
SMILES | LRH-1 inv ag | SRC1 inh | TRAIL sens C8 | SRC2 inh | SRC3 inh | TWEAK-Fn14 inh | CF NFkB block | COUP-TFII inh | EBV LMP1 NFkB | KKLEB cytotox | TROY signal inh
O=C(NCc1ccncc1)c1ccc(Br)o1 | 4 | 10 | 4 | 12 | 13 | -4 | 7 | -4 | 0 | -4 | -19
CCOc1c(Br)cc(/C=N\NC(=O)c2ccccc2)cc1OC | -62 | -13 | 6 | -30 | -4 | -29 | -14 | -19 | -1 | 6 | -45
Cc1nn(C)c(C(=O)NNC(=S)NCc2ccco2)c1Br | -3 | 1 | -7 | 9 | -1 | 8 | 11 | 1 | 2 | 8 | -6

Going on with the list.
SMILES | LRH-1 inv ag | SRC1 inh | TRAIL sens C8 | SRC2 inh | SRC3 inh | TWEAK-Fn14 inh | CF NFkB block | COUP-TFII inh | EBV LMP1 NFkB | KKLEB cytotox | TROY signal inh
CCOC(=O)CCCCC(=O)c1[nH]c(=O)[nH]c1CSc1nc(-c2ccccc2)c(C#N)c(=O)[nH]1 | 13 | 11 | 2 | -2 | 18 | 15 | 6 | -21 | 1 | -12 | -10
CCn1nnc(-c2ccc(N)cc2)n1 | -31 | -45 | -7 | -63 | -9 | -1 | -3 | -10 | -7 | 7 | -8
CCCCOCC1CN(c2ccccc2)C(=O)CS1 (centres undefined) | -8 | 3 | 2 | 26 | 3 | 7 | -4 | 5 | -4 | 3 | -2
C=CCO/N=C(/C)c1ccc(Oc2cnccn2)cc1 | 8 | -13 | -2 | -31 | -6 | -5 | 0 | -11 | 1 | -7 | -43
COc1ccnc(CSC(N)=Nc2ccc(F)cc2)c1 | -58 | -70 | 1 | -50 | -56 | -22 | -18 | -32 | -20 | 0 | -35
COc1ccccc1OCCC(=O)OCCN1C(=O)c2ccccc2C1=O | -8 | -12 | 13 | 1 | 15 | 2 | 3 | 1 | -6 | 5 | -5
COc1ccc(C(=O)C2CCCN(C(=O)c3cccc(N(C)C)c3)C2)cc1OC (centres undefined) | 3 | -4 | -12 | -25 | -27 | -22 | 36 | -39 | 2 | -12 | -8

Source: PubChem
